# Screening results: PubChem, several laboratories
# Yeast lifespan up: compounds extending yeast replicative lifespan, primary screen, S. cerevisiae, OD615. hit rate 0.68% among 130,000. S. cerevisiae growth with nicotinamide; deaD strain in restrictive glucose medium. inhibition of the nicotinamide effect, % at 10 µM;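 active = inhibition above a set limit, placed 3 SD over the median of all compounds, cut at about 26% in these data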;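 also: 0% = nicotinamide-treated wells and 100% = cells grown without nicotinamide; some compounds called inactive have numbers as strong as hits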
#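 Material: Modified budding yeast, DeaD strain | Medium: Restrictive glucose medium | Probe or stimulus: 1.5 mM nicotinamide | Dosing: Single dose 10 µM compound, 0.25% DMSO | Times: 48 h at 30 °C | Technique: OD615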
# HCT116 bCat-KO: primary screen for growth suppressors in beta-catenin knockout HCT116 cells (colon tumor, human); HCT116 beta-catenin knockout viability, CellTiter-Glo, 60 h; hits give low values; viability, % at 10 µM; hit rate 1.5% among 140,000; AID 818, 2007;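 active = viability at or under a set limit, the compound median less 4 SD, cut at about 6% in these data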;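 also: 0% = Hyamine 1622 control at 20 µM and 100% = untreated cell control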
# GALR2 blocker: GALR2 antagonists in receptor-expressing cells, primary screen; Galanin receptor type 2 (Homo sapiens), O43603; antagonist mode; inhibition, % at 4 µM; hit rate 0.39% among 140,000; AID 828, 2007; in the data active = inhibition above about 27%;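 also: cells stimulated with galanin 1-16 at roughly its EC80; 0% = agonist challenge control and 100% = basal control without agonist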
# Target sequence (O43603 whole entry, looked up): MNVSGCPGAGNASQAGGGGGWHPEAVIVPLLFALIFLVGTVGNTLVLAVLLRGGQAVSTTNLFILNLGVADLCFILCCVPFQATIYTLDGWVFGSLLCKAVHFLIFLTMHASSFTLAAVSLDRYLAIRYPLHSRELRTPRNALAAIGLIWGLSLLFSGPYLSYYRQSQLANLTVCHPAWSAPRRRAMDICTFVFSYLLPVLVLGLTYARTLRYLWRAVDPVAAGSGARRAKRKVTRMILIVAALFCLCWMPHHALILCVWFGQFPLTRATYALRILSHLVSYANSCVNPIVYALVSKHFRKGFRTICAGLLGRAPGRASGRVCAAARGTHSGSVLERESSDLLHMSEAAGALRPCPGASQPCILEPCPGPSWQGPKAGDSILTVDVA
# Measles CPE: compounds protecting cells from measles virus cytopathic effect, primary screen, measles RdRp inhibitor project, single point, MLSMR library, absorbance; Measles virus-infected cells, CPE protection; protection (pct of control), % at 4 µM; hit rate 1.5% among 140,000; in the data active = protection mostly above about 24%, no sharp cut-off; inactive = mostly below about 26%; also: some compounds called inactive have numbers as strong as hits
# Phagocyt inh: inhibitors of macrophage phagocytosis, primary screen, imaging, J774A.1 cells, IgG beads. AID 1029, 2008. inhibition, % at 5 µM. hit rate 0.07% among 110,000. J774A.1 macrophage IgG-bead phagocytosis;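 active = inhibition above the mean of the plate negative controls plus 5 SD, cut at about 13% in these data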;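 also: phagocytic index as fraction of beads internalized from green versus red external bead signal; plate controls were DMSO negative control for no effect and cytochalasin-D positive control for full effect; some results beyond the cut were filed as inactive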
# E-sel TNF inh: E-selectin induction blockers in HUVEC – imaging, immunofluorescence, high content, primary screen | AID 1246, 2008 | inhibition, % at 2 µM | HUVEC TNFa-induced E-selectin immunofluorescence | hit rate 0.71% among 120,000;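 active = inhibition above the batch mean plus 3 SD, and confirmed as a hit on visual image review, cut at about 43% in these data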;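 also: 0% = TNF-stimulated DMSO wells and 100% = unstimulated control wells; not every result past the cut was called active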
# MRP-1 activ: H69AR viability gain despite doxorubicin, primary screen, MRP-1 activator project, H69AR cells, CellTiter-Glo; hit rate 0.61% among 140,000; viability rescue; viability increase, % at 10 µM; AID 799, 2007;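 active = viability gain under doxorubicin at or above a set limit, the compound median plus 3 SD, cut at about 4.7% in these data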;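 also: MRP-1 overexpressing cells given doxorubicin 25 µM after compound pretreatment; 18-22 h compound pretreatment then 72 h with doxorubicin before readout; 0% = doxorubicin-only wells and 100% = vehicle-treated cells without doxorubicin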
# HCT116 PTEN-null: growth suppression of PTEN-null HCT116, primary screen, cell-based, CellTiter-Glo | AID 827, 2007 | hit rate 1.2% among 140,000 | HCT116 PTEN-null viability, 60 h; hits give low values | viability, % at 10 µM;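 active = viability at or below a set limit, 4 SD under the median of all tested compounds, cut at about 3.7% in these data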;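 also: PTEN knockout HCT116 line with beta catenin targeted HCT116 as companion control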
# NPY Y2 blocker: NPY-Y2 receptor antagonists, primary screen, cell-based. Neuropeptide Y receptor type 2 (Homo sapiens), P49146. NPY-Y2 expressing cells, antagonist mode. inhibition, % at 2.7 µM. hit rate 0.99% among 140,000. AID 793, 2007; in the data active = inhibition above about 17%;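 also: 0% = vehicle with agonist challenge and 100% = reference antagonist with challenge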
# Target sequence (P49146 whole entry, looked up): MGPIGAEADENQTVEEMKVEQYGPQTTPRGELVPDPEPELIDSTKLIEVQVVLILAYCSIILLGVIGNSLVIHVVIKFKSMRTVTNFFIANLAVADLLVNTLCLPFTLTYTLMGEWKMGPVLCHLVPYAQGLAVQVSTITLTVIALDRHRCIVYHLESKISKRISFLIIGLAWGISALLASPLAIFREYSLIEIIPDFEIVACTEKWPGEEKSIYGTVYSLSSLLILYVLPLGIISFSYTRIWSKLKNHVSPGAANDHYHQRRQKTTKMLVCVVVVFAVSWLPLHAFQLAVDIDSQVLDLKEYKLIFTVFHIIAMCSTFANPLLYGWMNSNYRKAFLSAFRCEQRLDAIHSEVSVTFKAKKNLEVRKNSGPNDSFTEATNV
# BB579 growth dn: growth inhibitors of yeast BB579 in restrictive medium, primary screen, yeast lifespan-shortening project, S. cerevisiae; inhibition, % at 10 µM; hit rate 0.51% among 140,000; OD615, 48 h;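 active = inhibition above a set limit, 3 SD over the mean compound inhibition, cut at about 44% in these data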; also: inactives centre near -24
#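 System: Saccharomyces cerevisiae DeaD strain BB579, replicative lifespan model yeast. Buffer or medium: restrictive glucose-based CSMM-D medium. Doses: one dose, 10 µM compound with 0.25% DMSO. Timing: 4 h preincubation and 48 h exposure at 30 °C. Detection: turbidity as optical density at 615 nm. Benchmarks: amphotericin B 10 µg/mL, positive.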
# * hit, by the source's call; · = not tested or not shown.
SMILES,Yeast lifespan up,HCT116 bCat-KO,GALR2 blocker,Measles CPE,Phagocyt inh,E-sel TNF inh,MRP-1 activ,HCT116 PTEN-null,NPY Y2 blocker,BB579 growth dn
C[C@H](NS(=O)(=O)c1ccccc1F)C(=O)OCC(=O)N1CCc2ccccc21,-12.8,98.2,-1.0,6.0,-1.0,4.5,-2.4,96.8,1.4,-1.0
O=C(Oc1ccc2cc(Br)ccc2c1)N1CCCCCC1,-0.7,94.8,-6.8,7.8,-0.3,-0.9,2.0,89.7,6.5,-46.7
CCOc1ccc(OCC)c(S(=O)(=O)N2CCCCC2C)c1 (stereo not given),-0.8,80.2,6.1,6.8,0.0,·,-2.2,67.0,5.7,-30.4
COC(=O)c1ccc(Nc2cc(C)nc3ncnn23)cc1,-4.4,111.2,-4.0,23.7,-0.1,5.3,-1.4,108.5,-0.4,-76.0
Cc1ccc(CNC(=O)C(=O)NCCC2=CCCCC2)cc1,0.8,45.2,-5.3,12.0,-17.6,·,-5.0,41.8,3.6,-15.9
Cn1c(N)c(C(=O)COC(=O)c2cc(S(=O)(=O)N3CCCCC3)ccc2Cl)c(=O)n(C)c1=O,1.5,82.7,13.9,26.8*,-1.4,·,-1.1,86.0,3.6,-39.8
Cn1cccc1Cc1nnc(SCC(=O)N2CCOCC2)n1CCc1ccccc1,0.4,95.1,13.9,17.9,-0.3,-11.7,-3.7,96.2,1.3,-40.5
Cc1cccc2cc(COC(=O)C3CCCCC3)c(=O)[nH]c12,-6.0,88.2,6.5,5.0,-0.3,·,0.3,103.8,2.7,-43.0
COc1cc(NC(=O)C2CCCCC2)c(OC)cc1NC(=O)c1ccco1,-2.8,95.5,9.1,28.9,-2.3,·,0.5,100.0,1.2,-25.5
Cc1cccc(Cn2c(CN3CCN(Cc4ccccc4)CC3)nc3c2c(=O)[nH]c(=O)n3C)c1,-12.2,29.4,-4.2,10.6,-1.0,13.4,-3.3,59.6,3.6,3.2
CCCCNC(=O)NC1(C(F)(F)F)Oc2ccccc2O1,-2.6,83.8,-10.8,0.5,6.3,-10.0,-3.7,94.3,2.5,-37.5
CCOC(=O)c1ccc(-n2ccnc2)c(NC(=O)c2cccc(Br)c2)c1,-1.9,90.0,2.6,9.1,5.1,·,0.9,91.5,0.1,-16.5
CN(Cc1n[nH]c(=S)n1C)S(=O)(=O)c1ccccc1,-16.2,101.1,-2.5,4.0,·,-20.8,-3.1,97.4,-1.4,-0.9
CC(=O)NCCc1ccc(S(=O)(=O)N(C)C2CCS(=O)(=O)C2)cc1 (stereo not given),-3.0,94.3,7.3,8.1,-0.6,-18.2,0.0,94.6,-1.8,-61.3
COc1cc(CN(C(=S)NCC(=O)NC2CC2)C2CCCC2)cc(OC)c1OC,1.6,100.9,13.8,7.6,-6.0,·,-1.6,94.2,1.7,-14.5
O=C(CN1C(=O)C2C3C=CC(C3)C2C1=O)NCc1ccccc1 (stereo not given),-9.0,104.7,0.6,12.2,1.2,-21.6,-0.9,96.1,-1.8,-22.6
CC(C)(C)NC(=O)CN(C(=O)C1(C)CC(=O)N=C2C=CC=CN21)C1CCCC1 (stereo not given),-12.5,111.3,-8.3,34.0,0.0,18.1,-1.0,99.7,-3.3,-46.8
O=C(COC(=O)C1CCCO1)Nc1cccc(C(F)(F)F)c1 (stereo not given),-7.7,99.9,16.1,12.0,-1.0,18.0,-1.8,90.4,1.3,-14.6
CC(C)C1O/C(=N/C(=O)Nc2ccc(Cl)c(Cl)c2)NC1=O (stereo not given),-16.1,72.5,4.0,1.3,-5.0,-0.8,-5.5,57.8,-0.1,-32.7
CCOc1ccc(N(CC(=O)NCc2ccc(F)cc2)S(=O)(=O)c2c(C)noc2C)cc1,0.6,92.1,-14.8,5.8,-0.1,·,-2.2,80.0,3.4,-39.9

# An excerpt from above in order of their number in Measles CPE, largest number first:
structure	Yeast lifespan up	GALR2 blocker	Measles CPE	Phagocyt inh	E-sel TNF inh	NPY Y2 blocker
COc1cc(NC(=O)C2CCCCC2)c(OC)cc1NC(=O)c1ccco1	-2.8	9.1	28.9	-2.3	·	1.2
O=C(CN1C(=O)C2C3C=CC(C3)C2C1=O)NCc1ccccc1 (stereo not given)	-9.0	0.6	12.2	1.2	-21.6	-1.8
CCOc1ccc(OCC)c(S(=O)(=O)N2CCCCC2C)c1 (stereo not given)	-0.8	6.1	6.8	0.0	·	5.7

# Additional entries:
SMILES,Yeast lifespan up,HCT116 bCat-KO,GALR2 blocker,Measles CPE,Phagocyt inh,E-sel TNF inh,MRP-1 activ,HCT116 PTEN-null,NPY Y2 blocker,BB579 growth dn
CCN1CCN(c2nc(C)nc3c2sc(=S)n3C)CC1,-2.3,96.0,-4.4,12.1,-0.4,·,-2.2,95.0,3.6,-18.2
CCN1CCN(C(=O)CSCc2nc(-c3ccc(OC)c(OC)c3)oc2C)CC1,-7.3,101.2,-0.3,5.1,0.0,·,-1.9,91.7,2.2,-2.9
CC(CC(=O)O)CC(=O)Nc1ccc(S(N)(=O)=O)cc1 (stereo not given),-3.1,102.3,-4.0,12.1,·,·,-1.8,103.9,-0.9,-5.2
Cc1c(C#N)c(SCC(N)=O)nc2c1CCCC2,-19.5,101.2,-0.9,4.1,0.0,5.8,-1.8,87.4,0.5,-24.9
CCOC(=O)C(NC(C)=O)(OCc1ccc(F)cc1)C(F)(F)F (stereo not given),1.6,94.9,-1.7,10.0,-0.2,-27.4,-0.3,113.1,-0.2,-60.9
Cc1ccc(S(=O)(=O)NCCC(=O)NC2CCCC2)cc1,-3.2,91.6,9.8,24.8,0.8,-14.2,-1.8,98.1,1.1,-12.7
COc1ccc2occ(NC(C)=O)c2c1,-6.1,90.3,-3.3,42.2*,-3.4,5.5,-4.1,94.7,1.7,-5.0
CCOC(=O)C(=O)C1=C(N2CCOCC2)/C(=C\c2cccc([N+](=O)[O-])c2)CC1,-3.5,89.2,4.9,10.0,-12.0,18.9,-3.4,98.3,1.1,0.6
CC(C)(C)C(=O)COC(=O)CNC(=O)c1ccc(Oc2ccccc2)cc1,-15.3,84.0,4.8,10.2,0.7,15.2,-1.1,88.8,4.9,11.7
COc1ccc(C(=O)n2cnnc2N)cc1,-7.4,92.9,-2.6,8.6,0.3,-11.5,-2.5,100.0,-2.0,-6.8
COc1ccc(Cc2nnc(NC(=O)c3c(-c4ccccc4)noc3C)s2)cc1OC,-9.1,97.7,5.7,2.9,-0.5,-3.9,9.5*,97.0,4.5,-13.7
CSC(=NNC(=O)c1ccccc1O)SC,-18.4,109.4,2.4,7.2,0.3,15.7,3.6,94.5,1.4,-13.9
CSc1cccc(NC(=O)CN(C)S(=O)(=O)c2ccccc2)c1,-8.9,96.7,-1.4,6.7,-1.4,-18.2,-1.3,104.3,0.5,-34.9
O=C(NCc1ccco1)/C(=C/C=C\c1ccccc1)NC(=O)c1ccc(Br)o1,0.9,46.7,1.5,8.2,-3.2,4.7,-1.2,42.9,0.1,-46.4
COc1ccc(NC(=O)C2CC(=O)OC2(C)C)cc1 (stereo not given),-2.9,103.9,10.7,20.7,-0.7,-8.8,-1.8,105.4,2.0,-2.6
COc1ccccc1C(=O)NCCCNc1ccc([N+](=O)[O-])cc1,-4.8,80.6,8.1,26.6*,-11.0,·,1.5,85.0,-0.1,-17.4
COc1ccccc1N(CC(=O)NCCSC(C)(C)C)S(C)(=O)=O,-6.3,104.9,0.2,13.2,-0.5,-30.4,-2.4,90.1,-3.1,-29.5
COc1cc(/C(C)=N\NC(N)=S)cc(OC)c1OC,3.3,88.0,8.1,34.8*,-4.8,·,-2.3,96.4,0.9,-4.9
COc1ccccc1CNc1cc(C)ccc1C,-15.1,87.8,2.4,7.5,-2.3,-40.2,0.7,100.4,3.0,-6.4
O=C(CN1CCN(c2ccccn2)CC1)Nc1ccc(Oc2ccccc2)cc1,-32.6,71.4,-8.1,6.2,·,-2.1,-4.3,74.2,10.3,-16.9
COCCNC(=O)c1cccc(NS(=O)(=O)c2cccc3cccnc23)c1,4.2,96.6,-1.4,8.5,-5.8,·,-0.5,96.9,6.0,-20.9
Nc1nnc(SCC(=O)NC2CCCCC2)s1,·,87.7,5.5,5.1,·,-1.8,0.3,98.9,0.9,-46.5
CC1S/C(=C(\C#N)C(=O)NCc2ccco2)N(c2ccc(F)cc2)C1=O (stereo not given),-9.5,87.8,-11.2,3.9,-1.4,6.6,-1.8,106.9,1.8,-60.4
Cc1cc(NC(=O)Cc2c(F)cccc2Cl)no1,-14.4,93.4,-2.7,19.1,-1.6,-37.6,-1.1,102.0,2.5,-11.6
COc1ccc(C2C(C#N)=C(N)OC3=C2C(=O)CCC3)cc1Cn1nc(C)c([N+](=O)[O-])c1C (stereo not given),-14.3,98.4,-3.6,8.5,0.3,-18.9,-1.4,90.9,7.2,-2.9
CCn1c(=O)cc(OCC(=O)O)c2ccccc21,-1.7,95.2,-0.6,4.5,-2.3,·,-2.0,93.4,-0.1,-13.5
Cc1ccc(C(=O)NCC(=O)NCC(=O)OCc2ccc(Cl)cc2)cc1,4.4,89.7,5.8,6.2,-3.3,-8.8,0.0,102.3,0.2,-27.7
NC(=O)C(c1ccccc1)C1CCCCC1 (stereo not given),-14.1,101.1,3.4,4.7,-0.3,-6.8,-2.3,97.9,0.0,-2.2
Cc1cccc(OCCNc2cc(N3CCN(CCO)CC3)ccc2[N+](=O)[O-])c1,-7.7,27.3,-5.1,21.2,-1.9,·,-6.2,20.8,0.7,-0.5
O=C(O)CSc1nnc(C2COc3ccccc3O2)n1-c1ccccc1 (stereo not given),-12.5,108.3,-9.3,8.1,-0.7,6.4,0.1,96.1,5.8,-21.6
Cn1nc(C(=O)Nc2cccc(C(F)(F)F)c2)c2ccccc2c1=O,-23.5,42.9,-10.9,11.4,-3.7,·,-4.3,41.2,13.2,-15.1
O=C(CSc1nc(-c2ccco2)cc(C(F)(F)F)n1)NC1CCCCCCC1,·,81.2,1.9,9.5,·,-34.3,0.6,87.1,3.0,-7.1
CN(C)S(=O)(=O)c1ccc(C(=O)Nc2nnc(-c3ccc4c(c3)CCCC4)o2)cc1,-2.6,14.6,-4.0,8.0,0.3,3.7,-0.7,15.0,-1.8,-16.1
CC(=O)c1c(C)[nH]c(C(=O)CSc2nnc(-c3ccccc3)o2)c1C,-23.0,75.3,6.0,10.9,2.5,-21.1,-2.0,70.7,1.9,-24.9
COc1cc(-c2nc(S(=O)(=O)c3ccccc3)c(N3CCOCC3)o2)cc(OC)c1OC,-9.4,96.4,-4.8,8.0,-2.3,-19.2,-1.1,96.8,-0.9,-24.6
COc1ccccc1NC(=O)c1sc2ncn(Cc3ccccc3C)c(=O)c2c1C,0.8,107.7,-1.9,5.5,·,-27.8,2.4,98.6,0.8,-82.2
